Source: PubChem BioAssay
MCF10A rereplic = A quantitative high throughput screen for small molecules that induce DNA re-replication in MCF 10a normal breast cells; MCF 10A DNA re-replication, Hoechst nuclear intensity, 48 h; Potency, µM (top dose mostly 46.1 µM), without a hit: at the top dose activity, positive = re-replication, most hits filed as activators; 2.9% of 350,000 active; further: potency means the concentration at half of the fitted maximal effect; % of control where 0% means no effect; nearly all actives have a fitted effect of over 50% in size
GLP1R cytotox = qHTS of GLP-1 Receptor Inverse Agonists: Cytotox Screen; HEK293 cAMP-luciferase reporter cells, luminescence, 24 h; Potency, µM (doses to about 38.3 µM), for the others: top-dose activity change, negative = inhibition, hits mostly inhibitors; 0.13% of 410,000 active;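 further: loss of luciferase light is scored as toxicity; potency means the concentration at half of the fitted maximal effect; on the % scale 0 is the no-effect control and ±100 the full control effect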
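1536-well qHTS counterscreen of the MLSMR; 200 cells/uL, 12 h pre-incubation, 23 nL cpd, 24 h at 37 deg C 5% CO2, luciferase detection reagent, 12 min RT, luminescence. Inhibition = undesired.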
HT1080NT lethal = qHTS for induction of synthetic lethality in tumor cells producing 2HG: qHTS for the HT-1080-NT fibrosarcoma cell line. HT-1080-NT fibrosarcoma viability, CellTiter-Glo ATP luminescence, 48 h. Potency, µM (doses to about 46.1 µM), for inactives: at the highest dose activity, negative = less viability, hits mostly cytotoxic. 1.6% of 360,000 active. AID 686970, 2013;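 further: NT is the 2HG producing partner of a matched IDH1 knockdown line; potency means the concentration at half of the fitted maximal effect; 0% = DMSO-treated cells and -100% = media-only wells without cells; nearly all actives have a fitted effect of over 55% in size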
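A 48-hour cytotoxicity screen used HT-1080-NT cells plated 2 hours before compound delivery. ATP-based CellTiter-Glo luminescence measured viability, normalized to DMSO and no-cell controls.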
HT1080 IDH1KD tx = qHTS for induction of synthetic lethality in tumor cells producing 2HG: qHTS for the HT-1080-IDH1KD cell line; HT-1080 IDH1 knockdown viability, ATP luminescence, 48 h; Potency, µM (highest dose often 46.1 µM), without a hit: at the highest dose activity, negative = toxicity, actives largely listed as cytotoxic; 2% of 360,000 active;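 further: potency means the concentration at half of the fitted maximal effect; 0% = DMSO wells and -100% = cell-free medium wells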
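CellTiter-Glo luminescence after 48 h compound exposure at 37 degrees C of IDH1-knockdown HT-1080 cells in 5% FBS RPMI. %Activity scaled between DMSO wells and cell-free media wells, with curves fitted and assigned curve classes.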
SW480 rereplic = A quantitative high throughput screen for small molecules that induce DNA re-replication in SW480 colon adenocarcinoma cells. SW480 DNA re-replication, Hoechst DNA content imaging, 48 h. Potency, µM (series often up to 46.1 µM), inactives show top-dose re-replication activation, most hits filed as activators. 1.8% of 340,000 active. AID 624297, 2012; further: potency means the concentration at half of the fitted maximal effect; % of control where 0% means no effect; nearly all actives have a fitted effect of over 55% in size
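Quantitative HTS format with DMSO vehicle controls; 48 hr drug incubation at 37 C, then 40 min Hoechst staining and scanning imager measurement at 405 nm excitation.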
KB-3-1 tox = qHTS assay for MDR1-selective chemotherapeutics: Primary screen using the parental adenocarcinoma cell KB-3-1. 1.4% of 400,000 active. KB-3-1 viability, CellTiter-Glo ATP luminescence, 72 h. Potency, µM (series often up to 46.1 µM), without a hit: at the highest dose activity change, negative = cytotoxic, usual class: cytotoxic; further: potency means the concentration at half of the fitted maximal effect; on the % scale 0 is the no-effect control and ±100 the full control effect; nearly all actives have a fitted effect of over 60% in size
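Parental KB-3-1 viability, qHTS format: 72 h compound exposure, 37 °C; CellTiter-Glo; media-only wells and DMSO plates as controls; concentration-effect fits on corrected data.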
IL-1B inflam inh = qHTS for Inhibitors of Inflammasome Signaling: IL-1-beta AlphaLISA Primary Screen. THP-1 LPS/ATP IL-1B secretion, AlphaLISA, 16 h; active compounds read low. activity change, % at 57.5 µM. 4.7% of 360,000 active. AID 743279, 2014; in the data active means activity change below about -50%; inconclusive means mostly about -30% to -49%; further: on the % scale 0 is the no-effect control and ±100 the full control effect
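THP-1 cells pretreated 1 hr with compounds (up to 57.5 uM final), then stimulated with LPS (250 ng/mL final) plus ATP (1.25 mM final); secreted IL-1B measured by AlphaLISA after 16 hr, decreased signal indicating inhibition.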
D3 ag = qHTS of D3 Dopamine Receptor Agonist: qHTS; D(3) dopamine receptor (Homo sapiens), P35462; D3R DiscoveRx beta-arrestin cells, luminescence, 90 min; max activation, %; 0.58% of 410,000 active; in the data active means max activation above about 30%; further: 0% is about no effect; mostly tested at two doses, the higher about 12 µM
Target sequence (P35462 whole entry, looked up): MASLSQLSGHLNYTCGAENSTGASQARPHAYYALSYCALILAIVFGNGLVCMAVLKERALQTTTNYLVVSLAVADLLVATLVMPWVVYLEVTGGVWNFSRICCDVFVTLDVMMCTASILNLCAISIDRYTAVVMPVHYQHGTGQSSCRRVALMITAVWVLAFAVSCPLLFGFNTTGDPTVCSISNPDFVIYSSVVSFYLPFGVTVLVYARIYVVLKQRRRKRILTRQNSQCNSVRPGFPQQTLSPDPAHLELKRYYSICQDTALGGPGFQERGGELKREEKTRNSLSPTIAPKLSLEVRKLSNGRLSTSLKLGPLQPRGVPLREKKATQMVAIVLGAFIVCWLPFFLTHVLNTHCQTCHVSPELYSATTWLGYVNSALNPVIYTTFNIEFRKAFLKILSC
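Agonist-mode cell screen: cells plated at 1500/well and incubated overnight at 37 °C, then exposed to library compounds for 90 min at 37 °C. Detection reagent was added for 30–60 min at room temperature, and luminescence was read.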
KB-V1 cytotox = qHTS assay for MDR1-selective chemotherapeutics: Primary screen using the drug-selected MDR subline cells KB-V1 | KB-V1 MDR cells viability, CellTiter-Glo, 72 h | Potency, µM (highest dose often 46.1 µM), for inactives: at the top dose activity change, negative = cytotoxicity, actives largely listed as cytotoxic | 3.4% of 400,000 active; further: potency means the concentration at half of the fitted maximal effect; on the % scale 0 is the no-effect control and ±100 the full control effect; nearly all actives have a fitted effect of over 60% in size
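Cytotoxicity toward P-gp-expressing KB-V1 cells was determined as loss of CellTiter-Glo luminescence after 72 h at 37 degrees C. Compounds were tested in quantitative HTS format across a concentration range, with curves fitted to normalized data.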
Active calls of the source: *; ? = inconclusive; . = no result given; & = joins results of further samples; ! = not confirmed by another sample; [ ] = remark or other dose. Unless noted, the call rests on the fitted dose curve; in most records, active means well fitted curve in the direction sought with a large enough effect; inconclusive means small, poorly fitted or top-dose-only effect, or another doubt; inactive means no such curve, though single readings can be large; an effect the other way counts as inactive or inconclusive.

SMILES	MCF10A rereplic	GLP1R cytotox	HT1080NT lethal	HT1080 IDH1KD tx	SW480 rereplic	KB-3-1 tox	IL-1B inflam inh	D3 ag	KB-V1 cytotox
CCC1NC(=O)c2cc3ccccc3cc2-n2c1nc1ccc(OC)cc1c2=O (stereo unspecified)	.	5%	-7%	0%	.	10%	-29	5	?
CC1=C(C(=O)N2CCCC(N3CCN(c4ccccc4F)CC3)C2)OCCO1 (stereo unspecified)	-1%	-14%	7%	6%	-2%	-11%	3	-2	?
COc1ccc(CNC(=O)c2ccc(C(C)(C)C)cc2)cc1	-5%	-5%	1%	1%	-4%	-10%	-15	-8	-22%
Cn1c(=O)c2c(ncn2CC(=O)OCC(=O)Nc2cc(Cl)ccc2Cl)n(C)c1=O	-32%[inhibitor]	-7%	5%	11%	-19%	-1%	0	5	-2%
O=S(=O)(NCCc1csc(-c2cccnc2)n1)c1cc(F)ccc1F	-3%	2%	0%	-1%	-4%	.	-7	-8	.
CCOc1ccc(NC(=O)c2ccc3c(=O)n4c(nc3c2)CCCCC4)cc1	9%	0%&-7%	11%	0%	-5%	?	24	-9&-11	?
COc1ccc(C(=O)NCC(=O)c2ccccc2)cc1	-3%	-10%	-1%	7%	-4%	1%	-20	1	-7%
CCOc1ccccc1NC(=S)C(=C([O-])c1ccc2c(c1)OCCO2)[n+]1ccc(CC)cc1	2.6µM*	-7%	-4%	4%	?	-12%	3	-6	-26%
CN1CCc2ccccc2C1C1CCNCC1 (stereo unspecified)	0%	-28%	5%[9.24 µM]	0%	1%	3%	-24	-7	20%
Cn1cnnc1SCC(=O)c1cc2ccccc2o1	-10%	-40%	1%	-11%	-204%[inhibitor]	4%	-8	2	16%
O=C(O)CCC(=O)N1CCc2cc(S(=O)(=O)N3CCCCC3)ccc21	-15%	-4%	15%	3%	-5%	-6%	3	14	?
CN(CC(=O)Nc1ccc(F)cc1)C(=O)c1cccc(S(=O)(=O)N2CCN(c3ccc(F)cc3)CC2)c1	22%	-9%	-15%	?	1%	?	-16	-17	-29%
Cc1cccc(NC(=O)c2ccoc2C)n1	8%	-9%	12%	9%[9.24 µM]	-6%	2%	-1	3	-15%
CC(NC(=O)Nc1ccccn1)N1C(=O)C2C3C=CC(C3)C2C1=O (stereo unspecified)	0%	10%	10%	8%	2%	2%	2	-1	1%
CC(=O)c1cccc(NC(=O)c2c(C)nn(-c3ccc(F)cc3)c2-n2cccc2)c1	.	-8%	.	.	.	-20%	.	1	?
Cc1cc(-c2ccc(F)cc2)nc2cc(C(N)=O)nn12	-4%	2%	-2%	3%	-8%	16%	-23	-16	3%
COc1ccccc1CNCc1ccc(OC)c2ccccc12	1%	?	15µM*	-58%	-3%	-28%	-82*	-3	?
COc1ccc(CSc2nnnn2-c2ccc(C(N)=O)cc2)cc1[N+](=O)[O-]	-1%	3%	0%	-7%	9%	4%	-11	3	10%
O=C(CS(=O)(=O)c1ccc(F)cc1)N1CCOCC1	0%	-4%	8%	10%	0%	2%	23	2	0%
C/C(=N\NC(=O)c1nnn(-c2nonc2N)c1-c1cccs1)c1ccncc1	-4%	-2%	-5%	-1%	-5%	4%	33	-8	19%
Cc1cc(NC(=O)C(C)C)n(-c2nc3ccccc3s2)n1	0%	-28%	-3%	-1%	-1%	2%	13	2	-14%
CCN(CC)S(=O)(=O)c1cc(NC(=O)CNc2cccc(S(=O)(=O)N3CCCC3)c2)ccc1C	26%	3%	4.6µM*	-21%	-2%	2.9µM*	?	-2	21µM*
CN(C)CCN(Cc1ccccc1)C(c1cc2ccccc2o1)c1nnnn1C(C)(C)C (stereo unspecified)	.	?	?	?	.	?	-54*	-7	?
O=C(NCCc1nc2ccccc2[nH]1)c1ccco1	7%	2%	-2%	1%	-1%	-5%	8	-9	7%
COC(=O)C1=C(c2ccccc2)c2ccccc2S(=O)(=O)N1CC(=O)Nc1ccc(F)c(F)c1	.	-8%	.	.	.	17%	.	4	7%
CCCCC(=O)N(CCC)CCC	-4%	21%	8%	0%	-5%	-1%	8	0	20%
CCOc1ccc2[nH]cc(S(=O)(=O)c3ccc(Cl)cc3)c(=O)c2c1	6%	8%	-14%	-14%	0%	-1%	2	-2	?
Cc1ccc(C(=O)C[n+]2cc(-c3ccccc3)n3c2CCCCC3)cc1	-4%&0%	-20%&-26%	?	?	-4%&-2%	8.2µM*!	-83*!	-3&-36	-15%&3%
CCn1c(SCC(=O)Nc2sc3c(c2C#N)CCCC3)nnc1-c1ccncc1	?	-17%	-10%	-1%	-8%	-7%	-13	0	-30%
CCOC(=O)c1cc2cc(OCc3ccccc3)ccc2nc1C	?	1%	1%	2%	-8%	8%	-13	10	3%
CNC(=O)NC(=O)CSc1nc(-c2cccs2)c(C#N)c(=O)[nH]1	4%	-1%	3%	7%	-1%	-1%	15	11	?
Cc1cc(C)cc(OCC(=O)Nc2cccc(C(=O)O)c2)c1	3%	16%	6%[9.24 µM]	-4%	-2%	-2%	-7	-9	16%
CCOc1ccc2nc(S(=O)(=O)NC(=O)C3(C)CCN3C(=O)c3cc(C)n(C)n3)sc2c1 (stereo unspecified)	.	4%	28%	7%	.	0%	0	9	3%
Cc1ccc(-c2nnn(CC(=O)N(Cc3ccco3)C(C(=O)NC(C)(C)C)c3ccncc3)n2)o1 (stereo unspecified)	-7%	-9%	13%	6%	2%	9%	-12	2	-1%
CCN(CC(=O)Nc1ccccc1OC)C(=O)C1CCC1	-19%	-15%	11%	8%	-59%[inhibitor]	4%	20	2	-13%
CCN(CC)S(=O)(=O)c1cccc(C(=O)Nc2cc(C)nn2-c2ccccc2)c1	-3%	27%	-14%	2%	1%	2%	22	-2	-2%
c1ccc(CCN2CN=C(Nc3nc4ccccc4s3)NC2)cc1	8%	-8%	-18%	2%	-24%	-7%	3	-3	-22%
C[C@@H]1C[C@H](O)c2cc(Cl)ccc2N1	6%	23%	-8%	-5%	-4%	4%	25	-2	2%
CCn1c(SCc2cccc(F)c2)nnc1-c1ccncc1	1%	3%	8%	6%	?	1%	2	12	-13%
COc1ccc(S(=O)(=O)N2CCCCCC2)cc1N(C)S(=O)(=O)c1ccc(C)cc1	?	4%	0%	-3%	19%	-19%	-3	2	2.6µM*
C[C@]1(C(=O)O)Cc2oncc2C[C@@H]1C(=O)O	12%	0%	12%	18%	-5%	-1%	3	-26	0%
COC(=O)Nc1ccc(S(=O)(=O)N2CCCC(C(=O)N3CCC(C)CC3)C2)cc1 (stereo unspecified)	?	-22%	-1%	-1%	-36%[inhibitor]	?	-14	-7	-3%
COc1ccccc1CN(C(=O)CCl)C(C(=O)NC1CCCCC1)c1ccncc1 (stereo unspecified)	0%	3%	7%	4%	-4%	-2%	5	-3	8%
CCc1nc2ccc(C(=O)Nc3ccc4c(c3)OCO4)cc2nc1CC	7%	-7%[7.66 µM]	-7%	-14%	0%	22%	-25	-2	?
CCc1nnc(SCC(=O)Nc2ccc(N3CCN(S(C)(=O)=O)CC3)cc2)o1	4%	-2%	6%	0%	8%	18%	-12	1	-17%
Cc1ccccc1NC(=O)COC(=O)c1cc[n+]([O-])cc1	-4%	2%	6%	9%	0%	3%	-2	-3	22%
COc1ccccc1CNC(=O)c1cc2sccc2n1Cc1ccc(Cl)cc1	.	4%	.	.	.	2%	.	-25	2%
COc1ccc(OC)c(NC(=O)CCN2CC(C)CC(C)C2)c1 (stereo unspecified)	4%	12%	0%	0%	-10%	9%	-10	-6	-20%
Clc1ccc(-n2cc(-c3ccc(Br)cc3)[n+]3c2CCCCC3)cc1	6%	3%	-7%	?	?	?	-15	-13	15%
Cc1ccc2nc(-c3ccc(Cl)c(NC(=O)c4cccc([N+](=O)[O-])c4C)c3)oc2c1	.	3%	.	.	.	4%	.	-1	15%

The final 4 entries of the part above come first, to join the parts:
SMILES	MCF10A rereplic	GLP1R cytotox	HT1080NT lethal	HT1080 IDH1KD tx	SW480 rereplic	KB-3-1 tox	IL-1B inflam inh	D3 ag	KB-V1 cytotox
COc1ccccc1CNC(=O)c1cc2sccc2n1Cc1ccc(Cl)cc1	.	4%	.	.	.	2%	.	-25	2%
COc1ccc(OC)c(NC(=O)CCN2CC(C)CC(C)C2)c1 (stereo unspecified)	4%	12%	0%	0%	-10%	9%	-10	-6	-20%
Clc1ccc(-n2cc(-c3ccc(Br)cc3)[n+]3c2CCCCC3)cc1	6%	3%	-7%	?	?	?	-15	-13	15%
Cc1ccc2nc(-c3ccc(Cl)c(NC(=O)c4cccc([N+](=O)[O-])c4C)c3)oc2c1	.	3%	.	.	.	4%	.	-1	15%
C/C(CC(=O)Nc1cccc(Cl)c1Cl)=N\NC(=O)C(=O)N1CCCC1	13%	6%	11%	3%	-7%	7%	-3	6	12%
COc1ccc(C(C(=O)NCC2CCCO2)N(C(=O)CNC(=O)c2cccs2)c2ccc(NC(C)=O)cc2)cc1OC (stereo unspecified)	?	4%	4%	16%	-4%	-1%	13	10	-4%
CC(OC(=O)C1=COCCO1)C(=O)Nc1ncc(Cl)cc1Cl (stereo unspecified)	-1%	-4%	-11%	-3%	-18%	-4%	4	0	-9%
CCOC(=O)c1c(NC(=O)c2cccs2)sc2c1CCCC2	?	-1%	26%	9%	1%	2%	-1	0	-2%
COc1ccc(N(CC(=O)NC2CCCC2)S(=O)(=O)c2ccc(NC(C)=O)cc2)cc1	2%	-2%	2%	3%	1%	19%	-3	7	-1%
